Assay outcomes as filed in PubChem.
NLRP3 yeast inh – NALP3 inhibition in yeast | Yeast reconstituted NLRP3/ASC/caspase-1, beta-gal luminescence, 24 h | 330,000 compounds, 0.39% hits | inhibition, % at 10 µM;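 active = inhibition of 50% or more; inactive = inhibition below 50%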;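 also: plate controls were induced DMSO wells for no effect and uninduced yeast grown without galactose for full effect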
TIM10 inh – growth inhibitors of TIM10 yeast strain. S. cerevisiae TIM10 strain growth, BacTiter-Glo luminescence, 24 h. inhibition, % at 10 µM. 330,000 compounds, 1.4% hits;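 active = inhibition of 40% or more at the single tested concentration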;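 also: wild-type TIM10 isogenic control strain grown at permissive 25 °C; 0% = DMSO yeast wells and 100% = minimal medium wells without yeast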
GRIN3A LBD mod – modulates the human NR3A ligand-binding domain | Tm shift relative to glycine control, % at 25 µM | 340,000 compounds, 2.5% hits | NR3A LBD differential scanning fluorimetry, Tm shift; 0% = protein alone, 100% = glycine-bound protein;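 active = melting temperature shift of at least 10% of the positive control shift, at one fixed dose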
APJ agonist – activates the human apelin receptor APJ | P35414 | CHO-K1 APJ PathHunter beta-arrestin, luminescence; 0% DMSO wells, 100% apelin | activation, % at 20 µM | 330,000 compounds, 0.11% hits;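 active = activation more than six SD over the plate average, tested at 20 µM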;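 also: 0% = DMSO alone and 100% = apelin-13 at 10 nM; some results filed as inactive read as strong as hits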
Target sequence (P35414 whole entry, looked up): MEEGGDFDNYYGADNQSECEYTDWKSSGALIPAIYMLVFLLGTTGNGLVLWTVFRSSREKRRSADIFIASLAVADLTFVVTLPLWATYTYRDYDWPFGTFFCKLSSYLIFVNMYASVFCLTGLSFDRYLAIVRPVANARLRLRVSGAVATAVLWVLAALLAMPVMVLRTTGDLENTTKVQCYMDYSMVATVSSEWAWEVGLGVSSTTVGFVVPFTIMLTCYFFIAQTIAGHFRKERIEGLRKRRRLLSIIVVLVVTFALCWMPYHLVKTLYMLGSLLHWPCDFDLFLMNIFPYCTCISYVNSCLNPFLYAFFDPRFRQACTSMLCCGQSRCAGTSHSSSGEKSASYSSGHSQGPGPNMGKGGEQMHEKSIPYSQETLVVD
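Material: CHO-K1 APJ beta-arrestin complementation cell line; Input: cell density 1000 per well; Incubation: compound stimulation 90 min at 25 °C, detection 60 min; Signal: luminescence from split beta-galactosidase complementation, Galacton Star/Emerald II substrate; Controls: DMSO-only wells as negative, 10 nM Apelin-13 as positive control.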
tim10-1 inh – inhibits growth of tim10-1 mutant yeast; AID 463190; S. cerevisiae tim10-1 ts strain growth, BacTiter-Glo, 24 h; inhibition, % at 20 µM; 330,000 compounds, 2.2% hits;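 active = inhibition of at least 40%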;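 also: mutant grown at 25 °C; 0% = DMSO wells with yeast and 100% = wells holding no yeast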
CHOP UPR activ – activators of apoptotic arm of unfolded protein response (CHOP). CHO-CHOP luciferase reporter, UPR activation, luminescence; percent of tunicamycin response over DMSO baseline. activation, % at 10 µM. 330,000 compounds, 0.34% hits. AID 449763;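 active = at 10 µM dose, activation of 40% or more, normalized to positive control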;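 also: 100% = tunicamycin at 10 µg/mL and 0% = DMSO alone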
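Material: CHO-CHOP cells, stable luciferase reporter of PERK-eIF2a-CHOP signalling; quantity: 500 reporter cells seeded per well; buffer or medium: F12 medium containing 10% fetal bovine serum; compound: one dose, 10 µM in 0.5% DMSO; incubation: 6 h compound treatment, 37 °C; measured by: Steady-Glo luciferase luminescence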
Mdm2 MdmX PPI – human Mdm2/MdmX binding inhibition. inhibition, % at 8 µM. 330,000 compounds, 3% hits. AID 485346. SaOS-2 split-luciferase Mdm2/MdmX complementation, luminescence. O15151+Q00987;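 active = inhibition of at least 50% at 8 µM in the primary screen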
tim23-1 inh – growth inhibitors of tim23-1 mutant yeast; inhibition, % at 20 µM; 330,000 compounds, 1.3% hits; S. cerevisiae tim23-1 growth, BacTiter-Glo luminescence, 24 h;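 active = growth inhibition of the mutant yeast at or above 50%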;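 also: temperature-sensitive mutant grown at 25 °C; plate controls were DMSO-treated mutant yeast for no effect and medium wells lacking yeast for full effect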
UPR XBP1 act – activators of adaptive arm of unfolded protein response (XBP1); CHO-XBP1 luciferase reporter, IRE1-XBP1 UPR activation, luminescence; percent of tunicamycin response, DMSO as zero; activation, % at 20 µM; 330,000 compounds, 0.33% hits;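 active = versus positive control, 20 µM dose yields 30% or more activation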;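 also: 100% = tunicamycin at 10 µg/mL and 0% = DMSO only wells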
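incubation = overnight seeding at 37 °C, 6 h compound treatment at 37 °C | assay system = CHO-XBP1 cells stably carrying IRE1-XBP1-driven luciferase reporter | input = 1000 cells per well | detection = luciferase luminescence | dosing = single point, 20 µM final compound, 1% DMSO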
An asterisk follows results filed as active; nt = not tested or not shown.

Order of results – NLRP3 yeast inh, TIM10 inh, GRIN3A LBD mod, APJ agonist, tim10-1 inh, CHOP UPR activ, Mdm2 MdmX PPI, tim23-1 inh, UPR XBP1 act
- Cc1ccc(OCCCC(=O)Nc2nccs2)cc1
  23, 2, 2, -2, 0, -0.6, -52, 12, 0
- Cc1ccc(CSc2nc3ccccc3c(=O)n2CCCC(=O)NCc2ccco2)cc1
  23, 23, 2, -2, 18, 0.4, 13, 22, 0
- COC(=O)CC1C(=O)NCCN1C(=O)CSc1nc2ccccc2c(=O)n1CC(C)C (centres undefined)
  10, 8, 0, -2, 3, 1.0, -15, -4, -2
- Cc1cc(C)n(-c2nc(SCC(=O)O)c3c4c(sc3n2)CCCC4)n1
  6, 6, nt, 0, 10, 1.3, 21, 6, -2
- O=C(O)c1cc(N/N=C2/CC(c3ccccc3)Oc3ccccc32)ccc1Cl (centres undefined)
  -48, 14, -10, -1, 16, 2.7, -20, -1, -2
- CC1(NC(=O)Cn2cc(C(F)(F)F)ccc2=O)CCS(=O)(=O)C1 (centres undefined)
  0, 8, 0, -4, 8, 1.2, 16, 11, -1
- O=C(CNC(=O)c1ccccc1F)NCCOc1cccc(Cl)c1Cl
  1, 4, -3, -1, -3, 1.2, -8, 13, 0
- COc1cccc(C(=O)NCC2(c3ccccc3)CCCC2)c1
  14, -16, -1, -3, -18, 0.0, 13, 24, 1
- N#Cc1c(SCC(N)=O)nc2c(c1-c1ccc(O)cc1)CCCC2
  15, -22, -5, 0, -24, -1.6, 21, 3, 2
- NC(=O)CN1N=C(c2cc(Cl)sc2Cl)CSC1=O
  20, -5, 1, 4, 5, -1.0, -24, 24, 1
- C=C1CC2C3CC[C@@]4(OCOC45COCO5)[C@@]3(C)C(O)CC2[C@@]2(C)CCC(=O)C=C12 (some centres undefined)
  6, 36, -1, 5, 39, 1.7, 3, 35, -1
- O=C(Nc1ccc(Cl)cn1)c1cccc2c(Br)cccc12
  13, 19, 1, -6, 11, 5.4, 31, 19, 4
- O=C(N/N=C/c1ccc(O)c2ccccc12)c1cccnc1
  -17, 1, 5, 3, 10, 1.0, -9, -7, 2
- Clc1cccc(OCCCn2ccnc2)c1
  -12, -5, 1, -3, -3, -0.7, 11, -3, -2
- O=S(=O)(c1ccc2c(c1)CCN2)N1CCOCC1
  0, 5, 0, -1, -9, -0.1, 9, -13, -3
- CC(C)N(C(=O)c1ccc2nc(-c3ccccc3)c(-c3ccccc3)nc2c1)C(C)C
  20, 19, -1, -2, 16, 0.8, 9, 19, -1
- CC(C)OC(=O)CC(=O)CSc1nc2c(cc1C#N)CCCCC2
  3, 15, -2, 3, 35, 5.0, -74, 33, 2
- COCCn1c(SCC(=O)c2ccc(F)cc2)nnc1C(C)C
  6, -1, -1, -3, 20, -1.6, 6, 4, -1
- O=C(/C=C/c1ccccc1)NC(=S)NNC(=O)c1cnccn1
  10, -4, -1, 0, 9, -0.9, 45, 33, -2
- Cc1cc(=O)oc2c3c(cc(OCC(=O)N[C@@H](CC(C)C)C(=O)O)c12)OC(C)(C)CC3
  13, 12, 1, 1, 8, 1.2, -43, 17, -7
- COc1ccc(N2C(=O)C(CC(N)=O)N(NC(=O)CCc3ccccc3)C2=O)cc1 (centres undefined)
  -9, -5, -23, -2, 8, 2.3, 18, 0, -1
- Cc1cc(NC(=O)COC(=O)CCCOc2ccc(Cl)cc2C)no1
  25, -25, 2, -1, 12, 1.3, -10, 2, -1
- O=C(NC1CCCC1)C1CCC(=O)N1C1CCCCC1 (centres undefined)
  6, -17, 1, -1, 9, 0.5, -29, 12, -3
- Cc1ccc(C)c(-n2c(SCC(=O)NCC3CCCO3)nnc2-c2ccoc2C)c1 (centres undefined)
  -2, 11, 3, -1, 34, -2.0, 5, 27, 0
- CCOC(=O)Cn1c(S(=O)(=O)Cc2cccc(F)c2)nc(-c2ccccc2)c1-c1ccccc1
  4, 12, 8, -5, 28, 3.9, 81*, 30, 0
- Cc1c2cnn(CC(=O)Nc3cccc(C(F)(F)F)c3)c(=O)c2c(C)n1Cc1ccccc1F
  10, 3, 7, 0, 8, 1.9, 5, 2, -2
- COc1ccc(CC(=O)OCC(=O)c2ccc(OC)c(OC)c2)cc1
  15, 4, 2, -4, -2, -1.0, 23, -5, 5
- CC(NC(=O)c1ccc(OC2CCN(Cc3ccccn3)CC2)cc1)c1ccccc1 (centres undefined)
  7, -9, -2, 2, 14, 1.1, -27, 11, 2
- Cc1nn(-c2ccccc2Cl)c(Cl)c1/C=N/Nc1nc2ccccc2s1
  -6, 9, 2, -1, 6, -6.0, 87*, 12, -3
- COc1ccc(CCN2CNc3c(c(=O)n(C)c(=O)n3C)C2)cc1
  8, -10, -1, -3, 2, -3.2, 9, 2, 1
- CCN(CC)C(=O)C1CCCN(C/C(C)=C/c2ccccc2)C1 (centres undefined)
  11, -1, 4, -4, 11, 0.3, 2, 13, 0
- Cc1ccc(Nc2nc(N)nc(CC#N)n2)cc1
  -12, 16, 0, 1, 15, 3.1, -2, 15, -4
- O=C(CN1CCN(c2ccc(F)cc2)CC1)Nc1ccccc1
  14, 2, -2, -3, 12, -1.8, 0, 7, -3
- CC(=O)Nc1ccc(Cc2nc3c([nH]2)c(=O)n(C)c(=O)n3C)cc1
  0, -5, nt, -4, -6, -0.8, 16, -5, 1
- CCOC(=O)c1sc(=S)n(CC)c1NC(=O)c1ccccc1
  -5, 12, 1, 0, 6, -1.4, -2, 18, 0
- O=C(O)COc1ccc(=O)n(-c2ccccc2)n1
  9, -14, -1, 4, 13, -1.2, -23, 20, 1
- CCN(C(=O)CSc1nnc(-c2ccco2)n1Cc1ccccc1)C1CCS(=O)(=O)C1 (centres undefined)
  13, 12, -1, 2, 5, -1.6, 10, 10, -1
- O=C(O)Cc1coc2cc3c(cc12)CCC3
  8, 21, 0, -2, 30, -1.4, 4, 28, 0
- Cc1ccc(C(C(=O)NCc2ccco2)N(Cc2ccco2)C(=O)CNC(=O)c2ccco2)cc1 (centres undefined)
  -2, -1, 5, -1, 16, 0.2, -11, -16, -1
- O=C(N/N=C/c1ccccn1)c1cc(-c2ccc(Cl)s2)[nH]n1
  3, 13, 6, 5, -5, 3.7, 1, -4, 2
- O=C(CCNC(=O)c1ccccc1)Nc1ccc(Cl)c(S(=O)(=O)N2CCCCC2)c1
  17, -7, -5, -5, -14, 2.7, 27, 1, -2
- CCC(C)(C)NC(=O)C(c1ccccn1)N(C(=O)c1csnn1)c1ccc(C)cc1 (centres undefined)
  6, 4, 0, -1, -2, 0.4, -17, 14, 3
- CN(C(=O)CN1C(=O)S/C(=C\c2ccccc2F)C1=O)C1CCS(=O)(=O)C1 (centres undefined)
  4, -4, 1, -2, 25, 2.3, 11, 14, -3
- COc1ccc(OCC(=O)N2CC3(C)CC2CC(C)(C)C3)cc1 (centres undefined)
  17, -1, 0, -5, 7, -0.2, -8, 25, 0
- COCCCN(CC(=O)O)S(=O)(=O)c1cccc(Cl)c1
  19, 6, 2, -2, -7, -0.4, 5, -2, 1
- Cc1cc(C(=O)Nc2ccccc2C(=O)O)c(C)o1
  16, 11, -2, 1, -25, -0.3, -2, -1, -1
- COc1ccc(C(=O)Nc2ccc(OCc3ccccc3)cc2)cc1[N+](=O)[O-]
  12, 1, 34*, 0, 4, 1.2, -11, 2, -1
- Cc1nn(Cc2c(F)cccc2Cl)c(C)c1NC(=O)C1CC1
  9, -10, -4, -1, -4, 1.0, -5, 0, -4
- O=C1N/C(=N\S(=O)(=O)c2ccccc2)S/C1=C\c1cc([N+](=O)[O-])ccc1O
  9, 5, 14*, -3, -12, 0.8, -15, 5, 1
- CCOC(=O)c1sc(NC(=O)Cc2ccccc2OC)nc1C
  15, 2, -1, -2, 11, 1.7, 15, 34, -3

Reformatted bar-delimited: ten of the compounds above
Compound | NLRP3 yeast inh | TIM10 inh | GRIN3A LBD mod | APJ agonist | tim10-1 inh | CHOP UPR activ | Mdm2 MdmX PPI | tim23-1 inh | UPR XBP1 act
O=C(CCNC(=O)c1ccccc1)Nc1ccc(Cl)c(S(=O)(=O)N2CCCCC2)c1 | 17 | -7 | -5 | -5 | -14 | 2.7 | 27 | 1 | -2
CCC(C)(C)NC(=O)C(c1ccccn1)N(C(=O)c1csnn1)c1ccc(C)cc1 (centres undefined) | 6 | 4 | 0 | -1 | -2 | 0.4 | -17 | 14 | 3
CN(C(=O)CN1C(=O)S/C(=C\c2ccccc2F)C1=O)C1CCS(=O)(=O)C1 (centres undefined) | 4 | -4 | 1 | -2 | 25 | 2.3 | 11 | 14 | -3
COc1ccc(OCC(=O)N2CC3(C)CC2CC(C)(C)C3)cc1 (centres undefined) | 17 | -1 | 0 | -5 | 7 | -0.2 | -8 | 25 | 0
COCCCN(CC(=O)O)S(=O)(=O)c1cccc(Cl)c1 | 19 | 6 | 2 | -2 | -7 | -0.4 | 5 | -2 | 1
Cc1cc(C(=O)Nc2ccccc2C(=O)O)c(C)o1 | 16 | 11 | -2 | 1 | -25 | -0.3 | -2 | -1 | -1
COc1ccc(C(=O)Nc2ccc(OCc3ccccc3)cc2)cc1[N+](=O)[O-] | 12 | 1 | 34* | 0 | 4 | 1.2 | -11 | 2 | -1
Cc1nn(Cc2c(F)cccc2Cl)c(C)c1NC(=O)C1CC1 | 9 | -10 | -4 | -1 | -4 | 1.0 | -5 | 0 | -4
O=C1N/C(=N\S(=O)(=O)c2ccccc2)S/C1=C\c1cc([N+](=O)[O-])ccc1O | 9 | 5 | 14* | -3 | -12 | 0.8 | -15 | 5 | 1
CCOC(=O)c1sc(NC(=O)Cc2ccccc2OC)nc1C | 15 | 2 | -1 | -2 | 11 | 1.7 | 15 | 34 | -3

An unsorted share of the library. About 8.2% of those tested had a hit in this group.
